Screening results from PubChem BioAssay.
CRFR2-BP ag: agonists of CRF-BP/CRF-R2 complex, primary screen, cell-based, HEK293, calcium dye fluorescence, uHTS. calcium dye fluorescence (FLIPR); percent of saturating CRF peptide response. activation, % at 13.2 µM. hit rate 0.46% among 350,000. AID 588473, 2011;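 active means activation of at least 50%, plus an integration ratio under a set limit after plate pattern correction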;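 further: plate controls were neutral control wells without compound for no effect and CRF at EC100 for full effect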
M4 PAM: human M4 muscarinic receptor positive allosteric modulators, primary screen, CHO-K1 cells, Fluo-8 calcium fluorescence; Muscarinic acetylcholine receptor M4 (Homo sapiens), P08173; CHO-K1 hM4/Gqi5, ACh EC20; 0% = ACh EC20, 100% = maximal ACh; activation, % at 3 µM; hit rate 0.4% among 360,000; AID 624126, 2012;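 active means activation above its plate's cutoff, the mean activation of sample wells plus 3 SD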; further: some results filed as inactive read as strong as hits
Target sequence (P08173 whole entry, looked up): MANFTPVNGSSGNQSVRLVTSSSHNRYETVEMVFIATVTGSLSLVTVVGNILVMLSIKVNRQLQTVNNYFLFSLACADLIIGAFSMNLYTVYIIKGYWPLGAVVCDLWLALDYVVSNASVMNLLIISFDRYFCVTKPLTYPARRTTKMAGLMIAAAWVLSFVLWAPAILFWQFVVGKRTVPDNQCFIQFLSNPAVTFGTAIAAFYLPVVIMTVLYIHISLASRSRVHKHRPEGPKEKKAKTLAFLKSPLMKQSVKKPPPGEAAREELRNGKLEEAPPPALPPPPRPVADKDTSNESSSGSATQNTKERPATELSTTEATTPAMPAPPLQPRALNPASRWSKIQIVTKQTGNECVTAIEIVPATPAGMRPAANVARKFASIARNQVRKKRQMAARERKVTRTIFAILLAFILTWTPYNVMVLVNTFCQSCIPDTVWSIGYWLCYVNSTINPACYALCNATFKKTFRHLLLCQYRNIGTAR
CHRM5 PAM: human M5 muscarinic receptor positive allosteric modulators, primary screen, CHO-K1 cells, Fluo-8 calcium fluorescence | Muscarinic acetylcholine receptor M5 (Homo sapiens), P08912 | CHO-K1 hM5, ACh EC20 PAM; 0% = ACh EC20, 100% = ACh EC100 | hit rate 0.3% among 360,000 | activation, % at 3 µM;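 active means activation above the run cutoff, the mean activation of all test compounds plus 3 SD, cut at about 18% in these data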
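Replicates: One well per compound, no replicates | System: Human M5 receptor in CHO-K1 cells | Benchmarks: Low control EC20 acetylcholine (0%), high control EC100 acetylcholine (100%) | Probe or stimulus: Acetylcholine, EC20 level | Times: Fluo-8 loading 80 min at 37 °C plus 30 min room temperature | Signal: Intracellular calcium via Fluo-8 fluorescence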
CHRM5 antagonist: human M5 muscarinic receptor antagonists, primary screen, CHO cells, Fluo-8 calcium fluorescence | CHO-hM5 cells, ACh EC80 | Muscarinic acetylcholine receptor M5 (Homo sapiens), P08912 | hit rate 0.59% among 360,000 | inhibition, % at 3 µM;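 active means inhibition above a per-plate cutoff, the mean of that plate's test compounds plus 3 SD, cut at about 27% in these data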;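 further: 0% = acetylcholine EC80 with DMSO and 100% = DMSO without agonist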
CHRM4 agonist: human M4 muscarinic receptor agonists, primary screen, CHO-K1 cells, Fluo-8 calcium fluorescence. Muscarinic acetylcholine receptor M4 (Homo sapiens), P08173. CHO-K1 hM4/Gqi5; vehicle 0%, full acetylcholine response 100%. activation, % at 3 µM. hit rate 0.14% among 360,000;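 active means activation above the run mean over all test wells plus 3 SD, cut at about 32% in these data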;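 further: peak over basal fluorescence ratio per well then scaled between controls; 0% = DMSO wells and 100% = acetylcholine at EC100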
CHRM1 PAM: human M1 muscarinic receptor positive allosteric modulators, primary screen, CHO-K1 cells, Fluo-8 calcium fluorescence, 1536-well; Muscarinic acetylcholine receptor M1 (Homo sapiens), P11229; CHO-K1 hM1, ACh EC20; 0% = ACh EC20, 100% = maximal ACh; activation, % at 3 µM; hit rate 0.088% among 360,000; AID 588819, 2011; in the data active means activation above about 19%, passing the limit was not always enough
Target sequence (P11229 whole entry, looked up): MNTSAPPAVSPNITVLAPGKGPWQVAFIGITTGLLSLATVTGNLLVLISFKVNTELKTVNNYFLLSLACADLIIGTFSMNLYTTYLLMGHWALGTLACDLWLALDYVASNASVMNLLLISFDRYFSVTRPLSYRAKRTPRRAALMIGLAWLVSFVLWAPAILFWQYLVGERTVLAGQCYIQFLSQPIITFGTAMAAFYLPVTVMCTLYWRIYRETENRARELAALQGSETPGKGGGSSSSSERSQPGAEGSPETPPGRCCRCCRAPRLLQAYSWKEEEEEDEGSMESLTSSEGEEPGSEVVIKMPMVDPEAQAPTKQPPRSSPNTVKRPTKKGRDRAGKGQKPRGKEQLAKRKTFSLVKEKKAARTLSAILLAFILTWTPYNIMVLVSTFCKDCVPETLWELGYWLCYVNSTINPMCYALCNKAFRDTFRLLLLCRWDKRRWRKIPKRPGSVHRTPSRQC
M5 ag: human M5 muscarinic receptor agonists, primary screen, CHO-K1 cells, Fluo-8 calcium fluorescence. Muscarinic acetylcholine receptor M5 (Homo sapiens), P08912. CHO-K1 hM5 cells; 0% DMSO wells, 100% maximal acetylcholine response. activation, % at 3 µM. hit rate 0.19% among 360,000;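 active means activation above the run's mean over test compounds plus 3 SD, cut at about 23% in these data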;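 further: signal is peak over basal fluorescence ratio across the kinetic read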
M1 antag: human M1 muscarinic receptor antagonists, primary screen, CHO-K1 cells, Fluo-8 calcium fluorescence, 1536-well; inhibition, % at 3 µM; Muscarinic acetylcholine receptor M1 (Homo sapiens), P11229; AID 588852, 2011; hit rate 1.3% among 360,000; CHO-K1 hM1, ACh EC80 antagonist;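 active means percent inhibition above its own plate's cutoff, namely the mean of that plate's compound wells plus 3 SD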;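 further: peak over basal fluorescence ratio during 140 s after agonist addition; 0% = ACh EC80 plus DMSO and 100% = DMSO alone without agonist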
CHRM4 antagonist: human M4 muscarinic receptor antagonists, primary screen, CHO cells, Fluo-8 calcium fluorescence. hit rate 0.73% among 360,000. inhibition, % at 3 µM. AID 624125, 2012. Muscarinic acetylcholine receptor M4 (Homo sapiens), P08173. CHO-hM4 cells, ACh EC80;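 active means inhibition above its plate's cutoff, the mean inhibition of sample wells plus 3 SD, cut at about 27% in these data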;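 further: 0% = acetylcholine EC80 with DMSO and 100% = DMSO without agonist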
The depositor's hits bear a star. Hits appear at their usual frequency (roughly 2.8% active in at least one column).

Results for CCOC(=O)c1ccc(S(=O)(=O)Nc2cc(S(=O)(=O)N3CCOCC3)ccc2O)cc1 ?
CRFR2-BP ag: -0.3; M4 PAM: -1; CHRM5 PAM: 3; CHRM5 antagonist: 10; CHRM4 agonist: 5; CHRM1 PAM: -2; M5 ag: 3; M1 antag: 5; CHRM4 antagonist: -1

What do the screens show for `COc1cc(NC(=O)NCc2ccco2)ccc1-c1ccc(NC(=O)NCc2ccco2)cc1OC`?
CRFR2-BP ag: -0.8; M4 PAM: 8; CHRM5 PAM: 10; CHRM5 antagonist: 5; CHRM4 agonist: 2; CHRM1 PAM: 3; M5 ag: 3; M1 antag: -3; CHRM4 antagonist: 6

Results for Cc1ccn2c(Nc3ccc4c(c3)OCO4)c(-c3ccccn3)nc2c1 ?
CRFR2-BP ag: 35; M4 PAM: -4; CHRM5 PAM: -1; CHRM5 antagonist: -3; CHRM4 agonist: 1; CHRM1 PAM: -5; M5 ag: -2; M1 antag: 5; CHRM4 antagonist: -2

What do the screens show for `CC(C)[C@H](NC(N)=O)C(=O)Nc1ccc(OCc2ccccc2)cc1`?
CRFR2-BP ag: -2.4; M4 PAM: 6; CHRM5 PAM: -2; CHRM5 antagonist: 8; CHRM4 agonist: 2; CHRM1 PAM: 11; M5 ag: -1; M1 antag: -7; CHRM4 antagonist: 2

What do the screens show for `O=C(NN1CCOCC1)c1cccc(Br)c1`?
CRFR2-BP ag: -0.7; M4 PAM: -2; CHRM5 PAM: -1; CHRM5 antagonist: 0; CHRM4 agonist: 0; CHRM1 PAM: 18; M5 ag: -3; M1 antag: -11; CHRM4 antagonist: -2

How did O=C(N/N=C/c1cccnc1)c1cccc(Cl)c1 do in these assays?
CRFR2-BP ag: -3.2; M4 PAM: -6; CHRM5 PAM: -3; CHRM5 antagonist: 10; CHRM4 agonist: 1; CHRM1 PAM: 1; M5 ag: -1; M1 antag: -2; CHRM4 antagonist: 6

What do the screens show for `COc1ccc(Nc2nc3cc(-c4sccc4C)sc3c(=O)n2C)cc1OC`?
M4 PAM: -5; CHRM5 PAM: -4; CHRM5 antagonist: -2; CHRM4 agonist: 3; CHRM1 PAM: 0; M5 ag: -2; M1 antag: -7; CHRM4 antagonist: -1

How did Cc1cc(-c2n[nH]c(=S)n2/N=C/c2cccc([N+](=O)[O-])c2)n[nH]1 do in these assays?
CRFR2-BP ag: 1.8; M4 PAM: 7; CHRM5 PAM: 4; CHRM5 antagonist: 0; CHRM4 agonist: 1; CHRM1 PAM: -2; M5 ag: 0; M1 antag: 3; CHRM4 antagonist: -2

How did Oc1ccc(Cl)cc1CNCc1ccc(Cl)nc1 do in these assays?
CRFR2-BP ag: 11; M4 PAM: 6; CHRM5 PAM: -1; CHRM5 antagonist: 9; CHRM4 agonist: 7; CHRM1 PAM: 7; M5 ag: 15; M1 antag: -5; CHRM4 antagonist: -21

How did COc1cc(C)c(S(=O)(=O)n2ccc(C)n2)cc1C do in these assays?
CRFR2-BP ag: -0.7; M4 PAM: -3; CHRM5 PAM: -2; CHRM5 antagonist: -1; CHRM4 agonist: 0; CHRM1 PAM: -1; M5 ag: -9; M1 antag: 2; CHRM4 antagonist: -1

How did Cc1ccccc1C(=O)Oc1cc(N)n(S(C)(=O)=O)n1 do in these assays?
CRFR2-BP ag: 2.2; M4 PAM: 0; CHRM5 PAM: -6; CHRM5 antagonist: 10; CHRM4 agonist: 0; CHRM1 PAM: 7; M5 ag: -4; M1 antag: -4; CHRM4 antagonist: 3

How did O=C(C[n+]1ccc(Cc2ccccc2)cc1)Nc1ccccc1 do in these assays?
CRFR2-BP ag: -2.3; M4 PAM: -2; CHRM5 PAM: 0; CHRM5 antagonist: -7; CHRM4 agonist: 0; CHRM1 PAM: 8; M5 ag: -5; M1 antag: 1; CHRM4 antagonist: 3

What do the screens show for `COc1ccccc1OCc1nc2ccccc2s1`?
CRFR2-BP ag: 0.6; M4 PAM: -1; CHRM5 PAM: -2; CHRM5 antagonist: 9; CHRM4 agonist: 0; CHRM1 PAM: -3; M5 ag: -5; M1 antag: 3; CHRM4 antagonist: -2

What do the screens show for `COCCNC(=O)CN(Cc1ccc(OC)cc1)C(=O)CCC(=O)Nc1nccs1`?
CRFR2-BP ag: 2.7; M4 PAM: -2; CHRM5 PAM: -1; CHRM5 antagonist: 5; CHRM4 agonist: 0; CHRM1 PAM: 4; M5 ag: -2; M1 antag: -3; CHRM4 antagonist: 8

What do the screens show for `Cc1oc2c(cc(NS(=O)(=O)c3ccc(Cl)cc3)c3ccccc32)c1C(=O)O`?
CRFR2-BP ag: 0.3; M4 PAM: -6; CHRM5 PAM: -6; CHRM5 antagonist: 2; CHRM4 agonist: 1; CHRM1 PAM: 9; M5 ag: 0; M1 antag: -6; CHRM4 antagonist: -2

How did CC(=O)Nc1cccc(NC(=O)Cc2ccc3ccccc3c2)c1 do in these assays?
CRFR2-BP ag: -0.6; M4 PAM: -9; CHRM5 PAM: -4; CHRM5 antagonist: 1; CHRM4 agonist: 11; CHRM1 PAM: -3; M5 ag: 12; M1 antag: -5; CHRM4 antagonist: 0

What do the screens show for `COc1ccc(C(=O)Cn2ccsc2=NC(C)=O)cc1`?
CRFR2-BP ag: 1.6; M4 PAM: 2; CHRM5 PAM: 1; CHRM5 antagonist: -1; CHRM4 agonist: 0; CHRM1 PAM: 7; M5 ag: -2; M1 antag: -7; CHRM4 antagonist: 5

Results for O=C(NCCc1ccc(Cl)cc1)c1ccc2ccccc2n1 ?
CRFR2-BP ag: 0.0; M4 PAM: -9; CHRM5 PAM: 9; CHRM5 antagonist: -9; CHRM4 agonist: 0; CHRM1 PAM: 9; M5 ag: -4; M1 antag: -3; CHRM4 antagonist: -17

How did Brc1ccccc1Cn1c(-c2cscn2)nc2ccccc21 do in these assays?
CRFR2-BP ag: -1.8; M4 PAM: -14; CHRM5 PAM: -5; CHRM5 antagonist: 2; CHRM4 agonist: -3; CHRM1 PAM: 1; M5 ag: -2; M1 antag: -6; CHRM4 antagonist: -10

Results for O=C(Cc1cccs1)N(c1ccccc1)C1C=CS(=O)(=O)C1 (stereo not drawn) ?
CRFR2-BP ag: -2.6; M4 PAM: 3; CHRM5 PAM: -1; CHRM5 antagonist: 2; CHRM4 agonist: 0; CHRM1 PAM: 12; M5 ag: 0; M1 antag: -13; CHRM4 antagonist: -4

What do the screens show for `COCCCNC(=O)Cn1c(=O)n(Cc2ccc(C(=O)NCCc3ccc(OC)c(OC)c3)cc2)c(=O)c2ccccc21`?
CRFR2-BP ag: 12; M4 PAM: -4; CHRM5 PAM: -4; CHRM5 antagonist: 11; CHRM4 agonist: 0; CHRM1 PAM: 4; M5 ag: 1; M1 antag: -1; CHRM4 antagonist: -2

What do the screens show for `C(=N\Nc1ccc2nncn2n1)/c1ccco1`?
CRFR2-BP ag: -0.4; M4 PAM: -15; CHRM5 PAM: -3; CHRM5 antagonist: 12; CHRM4 agonist: 0; CHRM1 PAM: 3; M5 ag: -3; M1 antag: -1; CHRM4 antagonist: 13

How did CC1Sc2ccc(S(=O)(=O)CCC(=O)NC(C)c3ccccc3)cc2NC1=O (stereo not drawn) do in these assays?
CRFR2-BP ag: -2.6; M4 PAM: -5; CHRM5 PAM: -7; CHRM5 antagonist: 6; CHRM4 agonist: 3; CHRM1 PAM: -1; M5 ag: -1; M1 antag: -4; CHRM4 antagonist: -7

How did COc1cc([N+](=O)[O-])ccc1NC(=O)COC(=O)C=C(C)C do in these assays?
CRFR2-BP ag: -2.9; M4 PAM: 10; CHRM5 PAM: 8; CHRM5 antagonist: -4; CHRM4 agonist: 2; CHRM1 PAM: 8; M5 ag: -2; M1 antag: -9; CHRM4 antagonist: -19

Results for CCCc1c(-c2cccc(Br)c2)ncn1Cc1ccccc1OC ?
M4 PAM: 6; CHRM5 PAM: -7; CHRM5 antagonist: 3; CHRM4 agonist: 0; M5 ag: -3; CHRM4 antagonist: -9

Results for Cc1nc(-c2ccc(C(F)(F)F)cc2)sc1C(=O)NN ?
CRFR2-BP ag: -0.1; M4 PAM: 4; CHRM5 PAM: -11; CHRM5 antagonist: 14; CHRM4 agonist: 4; CHRM1 PAM: 0; M5 ag: -2; M1 antag: 0; CHRM4 antagonist: 2

Results for O=C(NCCO)/C(=C\c1cccc([N+](=O)[O-])c1)NC(=O)c1ccco1 ?
CRFR2-BP ag: 0.2; M4 PAM: -4; CHRM5 PAM: -5; CHRM5 antagonist: -5; CHRM4 agonist: 1; CHRM1 PAM: 5; M5 ag: -2; M1 antag: 0; CHRM4 antagonist: -4

How did O=C(CCn1cnnn1)NC1CCCN(Cc2ccccc2F)C1 (stereo not drawn) do in these assays?
CRFR2-BP ag: 2.5; M4 PAM: 8; CHRM5 PAM: 2; CHRM5 antagonist: 13; CHRM4 agonist: 1; CHRM1 PAM: 4; M5 ag: -2; M1 antag: -7; CHRM4 antagonist: 1

Results for CC1(C)OC(=O)NC1c1ccccc1 (stereo not drawn) ?
CRFR2-BP ag: 8.0; M4 PAM: -2; CHRM5 PAM: 2; CHRM5 antagonist: 5; CHRM4 agonist: 0; CHRM1 PAM: 2; M5 ag: 0; M1 antag: -6; CHRM4 antagonist: 5

Results for CN(c1ccccc1)S(=O)(=O)c1ccc(C(=O)NNC(=O)c2ccccc2)cc1 ?
CRFR2-BP ag: -0.3; M4 PAM: -1; CHRM5 PAM: -5; CHRM5 antagonist: 3; CHRM4 agonist: 0; CHRM1 PAM: 3; M5 ag: 1; M1 antag: -9; CHRM4 antagonist: 3

What do the screens show for `O=C(CCC(=O)c1cccs1)NCc1cccc(Cl)c1`?
CRFR2-BP ag: -1.4; M4 PAM: 0; CHRM5 PAM: 3; CHRM5 antagonist: 2; CHRM4 agonist: 0; CHRM1 PAM: 10; M5 ag: -1; M1 antag: -13; CHRM4 antagonist: 6

Results for Oc1c(N=NC(=S)Nc2ccccc2F)c2ccccc2n1Cc1ccc(Cl)cc1 ?
CRFR2-BP ag: 0.0; M4 PAM: 10; CHRM5 PAM: 0; CHRM5 antagonist: 8; CHRM4 agonist: 2; CHRM1 PAM: 5; M5 ag: -2; M1 antag: 0; CHRM4 antagonist: -7

How did COc1cc(NC(=S)NCCCN2CCOCC2)c(OC)cc1Cl do in these assays?
CRFR2-BP ag: -0.5; M4 PAM: -4; CHRM5 PAM: 3; CHRM5 antagonist: -7; CHRM4 agonist: 0; CHRM1 PAM: 5; M5 ag: -2; M1 antag: -5; CHRM4 antagonist: -11
